# MCL1 BIM primary = MCL1-BIM-BH3 interaction inhibition (human). Q07820. GST-MCL1 / FITC-Bim-BH3 fluorescence polarization. inhibition, % at 10.9 µM. hit rate 0.68% among 320,000;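 active = inhibition above the mean inhibition of all tested compounds plus 3 SD, set per campaign, cut at about 40% in these data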;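 note: 0% = DMSO wells and 100% = unlabeled Bim-BH3 peptide control; higher means more loss of mP so more displacement of Bim peptide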
# Target sequence (Q07820 whole entry, looked up): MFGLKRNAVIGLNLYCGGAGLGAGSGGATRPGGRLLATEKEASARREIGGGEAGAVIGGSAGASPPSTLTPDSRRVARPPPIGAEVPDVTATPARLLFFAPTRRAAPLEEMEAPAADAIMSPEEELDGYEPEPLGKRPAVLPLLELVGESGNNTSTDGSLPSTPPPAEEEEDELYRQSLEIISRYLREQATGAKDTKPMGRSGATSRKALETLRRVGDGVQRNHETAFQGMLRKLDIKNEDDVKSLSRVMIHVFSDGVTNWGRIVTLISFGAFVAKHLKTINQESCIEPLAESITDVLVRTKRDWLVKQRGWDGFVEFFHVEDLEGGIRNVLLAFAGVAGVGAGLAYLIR
# MEX-5 binding = C. elegans MEX-5 TCR-2 RNA binding activity | MEX-5/FITC-TCR2 RNA binding, fluorescence polarization; hits give low values | activity score (negative = inhibition of binding), % at 10 µM | hit rate 0.38% among 300,000 | AID 1832;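 active = inhibition past about -25% in most replicates, and total fluorescence under double the plate's negative control median, limit read from the data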;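 note: 0% = DMSO and -100% = 5 µM competing unlabeled TCR2 RNA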
# Target sequence (Q9XUB2 whole entry, looked up): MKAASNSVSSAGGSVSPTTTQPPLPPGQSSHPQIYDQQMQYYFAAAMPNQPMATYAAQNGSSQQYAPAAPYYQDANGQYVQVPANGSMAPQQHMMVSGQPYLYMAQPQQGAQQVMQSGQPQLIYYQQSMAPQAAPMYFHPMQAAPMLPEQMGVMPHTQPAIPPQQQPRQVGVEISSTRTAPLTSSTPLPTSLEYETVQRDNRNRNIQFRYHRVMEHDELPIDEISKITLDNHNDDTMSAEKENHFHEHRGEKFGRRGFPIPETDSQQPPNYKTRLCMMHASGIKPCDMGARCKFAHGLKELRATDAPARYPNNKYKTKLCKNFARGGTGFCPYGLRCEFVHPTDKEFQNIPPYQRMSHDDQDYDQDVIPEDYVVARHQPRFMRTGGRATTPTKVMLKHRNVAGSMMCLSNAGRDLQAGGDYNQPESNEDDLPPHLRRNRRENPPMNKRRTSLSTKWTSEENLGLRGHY
# Yeast superoxide = yeast age-related superoxide inhibition as caloric restriction mimetic | hit rate 0.18% among 330,000 | superoxide response (% of plate mean), % at 10 µM | S. cerevisiae aged cells, superoxide DHE fluorescence; hits give low values;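 active = superoxide response under a set limit, about three screen SD below normal, cut at about 65% in these data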;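 note: yeast aged for seven days with compound at 30 °C before DHE staining; 100% = average MFI of all compound-treated wells on the plate with controls excluded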
# Fam108B inh = blocks mouse Fam108B hydrolase in RBBP9 counter-screen | recombinant Fam108B, FP-Rh probe fluorescence polarization | inhibition, % at 9.51 µM | hit rate 0.33% among 300,000;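 active = inhibition above the screen mean inhibition plus 3 SD, computed separately per campaign, cut at about 18% in these data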;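 note: inhibitors lower polarization as less probe binds the enzyme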
# Efflux pump inh = antifungal efflux pump inhibition, Nile Red retention; S. cerevisiae Candida pump triplex; inhibition, % at 10 µM; hit rate 0.44% among 330,000; AID 485275;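 active = plate passing quality check with inhibition over a set limit, or well fluorescence over plate mean plus 4 SD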;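 note: Nile Red retained in pooled yeast measured as flow cytometry median fluorescence; 0% = buffer negative control and 100% = Enniatin B positive control; higher means more Nile Red kept so more efflux inhibition; some compounds called inactive have numbers as strong as hits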
# BCLXL inh = Bcl-xL (human) inhibition; Q07817; GST-Bcl-xL / FITC-Bim BH3 peptide fluorescence polarization; inhibition, % at 10.9 µM; hit rate 0.7% among 320,000;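 active = inhibition above the mean of all tested compounds plus 3 SD, cutoff set per campaign, cut at about 30% in these data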;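 note: 0% = DMSO wells and 100% = unlabeled Bim-BH3 peptide competitor; inhibitors lower millipolarization by displacing the labeled peptide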
# ZTA DNA inh = blocks Epstein-Barr virus ZTA, an EBNA-1 counter-screen. P03206. ZTA-DNA binding, fluorescence polarization. inhibition, % at 11 µM. hit rate 0.15% among 320,000; in the data active = inhibition above about 33%
# Target sequence (P03206 whole entry, looked up): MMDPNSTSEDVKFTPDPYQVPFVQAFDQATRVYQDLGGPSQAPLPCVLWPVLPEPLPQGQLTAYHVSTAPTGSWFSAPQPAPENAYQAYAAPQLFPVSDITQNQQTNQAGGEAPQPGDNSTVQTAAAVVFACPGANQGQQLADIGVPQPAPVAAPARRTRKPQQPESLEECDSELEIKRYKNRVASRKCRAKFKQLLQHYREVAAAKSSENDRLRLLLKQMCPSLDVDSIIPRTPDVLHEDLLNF
# GLD-1 RNA inh = GLD-1-TGE RNA interaction inhibition (C. elegans). Q17339. purified GLD-1 + fluorescein TGE RNA, fluorescence polarization. inhibition, % at 5.96 µM. hit rate 0.44% among 320,000;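 active = percent inhibition above a per-plate cutoff, the plate mean of test compounds plus 3 SD, cut at about 30% in these data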;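 note: 0% = DMSO wells with GLD-1 and probe and 100% = wells lacking GLD-1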
# EBNA-1 inh = blocks EBNA-1 binding to DNA. hit rate 0.34% among 300,000. AID 1950. EBNA-1 DNA binding, fluorescence polarization. inhibition, % at 14.8 µM; in the data active = inhibition above about 28%
# * = called active by the depositor; i = inactive; nt = not tested or not shown.
SMILES,MCL1 BIM primary,MEX-5 binding,Yeast superoxide,Fam108B inh,Efflux pump inh,BCLXL inh,ZTA DNA inh,GLD-1 RNA inh,EBNA-1 inh
COCCOc1ccc(C(F)(F)F)cc1NC(=O)c1ccccc1F,2,1.2,96,-5,-0.5,3,-5,-4,9
CCOC(=O)C1CCN(C(=O)C2CCN(S(=O)(=O)N3CCC4(CC3)OCCO4)CC2)CC1,4,1.4,96,-1,0.0,1,8,1,8
CCOC(=O)N1CCN(C(=O)CCSc2ccc(Cl)cc2)CC1,-5,-1.6,113,-1,0.1,-1,-6,-5,-9
Cc1cc(OC(C(=O)O)c2ccccc2)c2c(C)c(Cc3ccccc3)c(=O)oc2c1 (stereo not given),-4,0.2,118,-5,0.1,4,20,5,8
COC1CCCN(Cc2nc(Cc3ccccc3F)no2)C1 (stereo not given),-1,nt,96,0,0.1,3,-13,3,-2
COc1ccc(-c2nc(CS(=O)CC(=O)NCc3ccco3)c(C)o2)cc1OC (stereo not given),8,-0.6,120,1,0.0,4,6,1,5
COC(=O)CNc1nc(-c2cccnc2)nc2ccccc12,1,nt,101,1,0.0,4,10,-5,-7
Cc1ccc(-c2nnc(Nc3ccc(CC(N)=O)cc3)c3ccccc23)cc1S(=O)(=O)NCCO,3,2.2,91,1,-0.2,1,15,2,6
Cc1ccnc(NC(=O)CN2C(=O)c3ccccc3S2(=O)=O)c1,-1,2.3,95,4,0.0,2,-8,4,6
CC(=O)N(c1cccc(C)c1)S(=O)(=O)c1ccc(Cl)cc1,-1,2.7,107,-6,-0.1,6,1,-6,-7
O=C(c1ccc(F)cc1)N1C2CCC1CC(O)(c1ccccc1F)C2 (stereo not given),4,0.5,89,0,-0.1,4,-14,-4,7
Cc1ccc(Nc2nc(N)c([N+](=O)[O-])c(NCc3ccccc3)n2)cc1,0,-3.7,106,-1,-0.1,4,-2,8,3
O=S1(=O)N=C(N/N=C/c2cccs2)c2ccccc21,1,2.9,81,5,-0.2,1,-17,1,5
O=C(Nc1cccnc1)c1ccc(NC(=O)c2ccco2)cc1,-3,-1.0,95,0,0.0,0,-9,0,1
CCc1nnc(NS(=O)(=O)c2ccc(N3C(=O)C4CC=C(Cl)CC4C3=O)cc2)s1 (stereo not given),8,-4.5,100,0,0.0,3,9,3,-3
CC(C)N(Cc1ccccc1)C(=O)Cn1c(=O)cnc2ccccc21,-2,2.7,113,2,0.1,7,-2,4,-1
O=C(NC1(C(F)(F)F)N=C(c2ccccc2)NC1=O)c1ccccc1F (stereo not given),-2,0.1,124,1,0.1,0,6,3,12
NC(=O)C1CCN(C(=S)NCc2ccc3c(c2)OCO3)CC1,7,-0.6,121,-2,0.3,0,-8,-2,-20
CCOC(=O)CC(NC(=O)c1cc2cccc(OC)c2oc1=O)c1cccc([N+](=O)[O-])c1 (stereo not given),13,-1.0,114,0,0.2,6,13,0,2
Cc1noc(/C=C/N(C)C)c1S(=O)(=O)N1CCCC(C(=O)NCc2cccs2)C1 (stereo not given),-8,-1.8,96,3,0.0,-4,3,-32,9
OC(COc1ccc(Cl)cc1)CN1CCN(c2ccccn2)CC1 (stereo not given),9,-0.8,108,1,0.1,4,2,8,-5
COc1ccc(N2CC(C(=O)Nc3ccc(S(=O)(=O)N4CCCC4)cc3)CC2=O)cc1 (stereo not given),3,-0.8,83,8,0.0,5,-6,-7,2
Cc1ccc(S(=O)(=O)Nc2nc3ccc(N)cc3s2)cc1,11,1.7,86,6,0.5,6,3,7,4
O=C(Nc1ccccn1)c1sc2cc([N+](=O)[O-])ccc2c1Cl,1,0.2,99,6,0.1,16,2,-1,-4
Cc1cc(C)cc(NC(=O)CSc2nnc(C3CC3)n2CC2CCCO2)c1 (stereo not given),2,-2.3,103,-2,-0.3,1,23,6,-6
OC(COCc1cccs1)CN1CCN(c2ccccn2)CC1 (stereo not given),7,0.3,95,0,0.1,3,-3,2,3
Cc1ccccc1OCC(=O)Nc1ccc2c(c1)n(C)c(=O)n2C,7,1.5,103,0,0.1,3,-1,-13,3
O=C(CCS(=O)(=O)c1ccc(F)cc1)N1CCOCC1,2,-0.5,97,0,-0.2,5,0,3,-6
CCCCC(=O)OCC(=O)Nc1ccc(SC(F)F)cc1,-5,-2.1,97,-2,0.1,-6,19,6,9
COC(=O)c1ccc(NC(=S)N2CCN(Cc3ccccc3OC)CC2)cc1,0,1.5,104,2,0.5,2,1,0,-10

# Entries of single compounds from above. Order of screens: MCL1 BIM primary, MEX-5 binding, Yeast superoxide, Fam108B inh, Efflux pump inh, BCLXL inh, ZTA DNA inh, GLD-1 RNA inh, EBNA-1 inh
# CCCCC(=O)OCC(=O)Nc1ccc(SC(F)F)cc1 is listed with -5, -2.1, 97, -2, 0.1, -6, 19, 6, 9
# Cc1cc(C)cc(NC(=O)CSc2nnc(C3CC3)n2CC2CCCO2)c1 (stereo not given) is listed with 2, -2.3, 103, -2, -0.3, 1, 23, 6, -6

# (list continues)
SMILES,MCL1 BIM primary,MEX-5 binding,Yeast superoxide,Fam108B inh,Efflux pump inh,BCLXL inh,ZTA DNA inh,GLD-1 RNA inh,EBNA-1 inh
Cc1[nH]c2ccccc2c1C(=O)COC(=O)Cn1cnc2ccccc21,-7,-0.2,90,0,0.0,1,-4,0,3
Cc1nn(C)cc1C1C2=C(CC(C)(C)CC2=O)OC2=C1C(=O)CC(C)(C)C2,0,-1.0,97,-5,-0.1,6,-3,5,1
COc1cccc(C2CC(c3ccccc3Cl)Nc3nc(N)nn32)c1 (stereo not given),6,2.0,108,-2,0.0,4,-1,10,0
CC(=O)Nc1ccc(OCC(O)CN2CCN(c3cc(Cl)ccc3C)CC2)cc1 (stereo not given),3,0.2,100,0,0.2,2,-14,7,-4
Cc1ccc(Oc2cc(NN3CCCCC3)c([N+](=O)[O-])cc2[N+](=O)[O-])c(Cl)c1,10,2.2,91,6,-0.1,3,-22,5,7
O=C1CC(C(=O)Nc2ccc(Br)cc2)S/C(=N\N=C\c2ccco2)N1 (stereo not given),1,1.0,101,-5,-0.2,2,-2,4,14
Cc1cc(Nc2ccc(Br)c(C)c2)n2nc(C)nc2n1,7,-0.4,94,1,-0.2,4,18,0,4
COCCn1c(SCC(N)=O)nc2c(c1=O)SC(C)C2 (stereo not given),-1,-0.8,93,-3,0.0,0,2,1,3
COc1ccc(C(=O)Nn2c(SCC(=O)c3ccccc3)nc3ccccc3c2=O)cc1,3,1.4,110,2,0.0,4,0,-2,10
COc1ccc(N(C)S(=O)(=O)c2cccc(C(=O)Nc3ccc(N4CCOCC4)cc3)c2)cc1,-3,nt,87,nt,-0.1,0,-8,2,nt
COCCn1c(=NC(=O)c2ccc(S(=O)(=O)N3CCc4ccccc4C3)cc2)sc2cc(OC)ccc21,-4,1.4,77,1,-0.1,0,4,-4,16
CC(C)Oc1ccc(C(=O)NC2(C(F)(F)F)N=C3SCCN3C2=O)cc1 (stereo not given),4,0.9,103,0,0.1,2,-8,3,-8
CCOC(=O)c1ccc(NS(=O)(=O)c2c(N)[nH]c(=O)[nH]c2=O)cc1,7,1.2,107,-1,-0.1,1,-13,5,1
O=C(NC1(C(F)(F)F)N=C(c2ccccc2)NC1=O)c1ccc(Cl)cc1Cl (stereo not given),-3,1.4,88,3,0.1,1,-5,-1,4
COCCN=c1scc(C)n1/N=C/C1CC2C=CC1C2 (stereo not given),-2,-1.6,94,2,0.2,-5,-1,4,-1
O=C(/C=C/c1cccc([N+](=O)[O-])c1)Nc1ccccc1N1CCOCC1,1,0.6,99,1,0.1,2,-1,0,-8
CCOP(=O)(OCC)C(NC(=O)Nc1ccc(Cl)c(Cl)c1)c1ccccc1 (stereo not given),-5,-1.6,105,-6,-0.2,-13,29,6,21
CNS(=O)(=O)c1cccc(C(=O)NCC(c2ccco2)N(C)C)c1 (stereo not given),4,2.4,114,-2,-0.1,5,-4,8,-3
COc1ccccc1N(C)S(=O)(=O)c1ccc(C)c(C(=O)NC(C)c2ccccn2)c1 (stereo not given),-21,nt,85,nt,-0.1,-16,-19,-3,nt
CC(C)CCOP(=O)(c1ccc(N(C)C)cc1)C(O)c1ccccc1F (stereo not given),6,-0.5,91,1,0.0,7,-12,-1,0
CC(C)n1nnnc1SCC(=O)N1N=C(c2cccs2)CC1c1cccs1 (stereo not given),-2,nt,104,nt,-0.1,0,-22,1,nt
c1coc(-c2nnc3sc(Cc4cccs4)nn23)c1,33,-0.6,112,0,0.2,8,-12,1,-8
Cc1ccccc1-n1nc2c(c1NC(=O)c1ccc3c(c1)OCO3)CS(=O)(=O)C2,3,-1.6,115,-2,0.2,6,5,2,19
O=C(c1ccco1)N1CCN(Cc2cc(=O)c(OCc3ccc(F)cc3)co2)CC1,2,1.8,92,5,0.0,8,-5,6,-2
CNC(=O)c1ccccc1NC(=O)C1CC(=O)N(c2ccc(OC)cc2)C1 (stereo not given),1,0.1,110,0,0.0,6,-2,3,3
Cc1ccc(-n2nnnc2-c2cnc3ccc(Cl)cc3c2-c2ccccc2)cc1,10,1.7,96,-1,-0.2,6,17,-5,-6
COc1cc(/C=N/NC(=O)CC2(C)OCCO2)cc(Br)c1O,21,-0.6,86,-2,0.0,-1,-5,4,-3
CCOc1ccc(NC(=O)c2ccc3c(=O)n4c(nc3c2)CCCCC4)cc1,-5,0.7,i,-3,-0.1,-2,-18,2,-12
COCc1cc(C)nc2sc(C(=O)Nc3ccccc3Br)c(N)c12,4,0.9,90,4,-0.1,5,8,0,7
COc1ccc(NC(C)=O)cc1NC(=O)CSc1nnc(-c2ccccc2)n1N,-7,0.9,102,-5,0.2,-2,-5,0,-13
NC(=O)[C@@H]1CCCNc2c(I)cc([N+](=O)[O-])cc2C(=O)N[C@@H](Cc2ccccc2)C(=O)N[C@@H](Cc2cnc[nH]2)C(=O)N1,-3,-5.8,86,0,0.0,1,-2,-3,4
O=C(C1CCCO1)N1CCN(S(=O)(=O)c2cc(F)ccc2F)CC1 (stereo not given),2,0.3,96,-5,0.0,2,4,8,4

# Exported with values under each structure: part of the list above
# Below each SMILES: MCL1 BIM primary	MEX-5 binding	Yeast superoxide	Fam108B inh	Efflux pump inh	BCLXL inh	ZTA DNA inh	GLD-1 RNA inh	EBNA-1 inh
Cc1ccccc1-n1nc2c(c1NC(=O)c1ccc3c(c1)OCO3)CS(=O)(=O)C2
    3	-1.6	115	-2	0.2	6	5	2	19
O=C(c1ccco1)N1CCN(Cc2cc(=O)c(OCc3ccc(F)cc3)co2)CC1
    2	1.8	92	5	0.0	8	-5	6	-2
CNC(=O)c1ccccc1NC(=O)C1CC(=O)N(c2ccc(OC)cc2)C1 (stereo not given)
    1	0.1	110	0	0.0	6	-2	3	3
Cc1ccc(-n2nnnc2-c2cnc3ccc(Cl)cc3c2-c2ccccc2)cc1
    10	1.7	96	-1	-0.2	6	17	-5	-6
COc1cc(/C=N/NC(=O)CC2(C)OCCO2)cc(Br)c1O
    21	-0.6	86	-2	0.0	-1	-5	4	-3
CCOc1ccc(NC(=O)c2ccc3c(=O)n4c(nc3c2)CCCCC4)cc1
    -5	0.7	i	-3	-0.1	-2	-18	2	-12
COCc1cc(C)nc2sc(C(=O)Nc3ccccc3Br)c(N)c12
    4	0.9	90	4	-0.1	5	8	0	7
COc1ccc(NC(C)=O)cc1NC(=O)CSc1nnc(-c2ccccc2)n1N
    -7	0.9	102	-5	0.2	-2	-5	0	-13
NC(=O)[C@@H]1CCCNc2c(I)cc([N+](=O)[O-])cc2C(=O)N[C@@H](Cc2ccccc2)C(=O)N[C@@H](Cc2cnc[nH]2)C(=O)N1
    -3	-5.8	86	0	0.0	1	-2	-3	4
O=C(C1CCCO1)N1CCN(S(=O)(=O)c2cc(F)ccc2F)CC1 (stereo not given)
    2	0.3	96	-5	0.0	2	4	8	4
